Bioassay records deposited in PubChem BioAssay by several laboratories.
IMP-1 inh: IMP-1 metallo-beta-lactamase inhibitors, primary screen, biochemical, epi-absorbance readout, Pseudomonas aeruginosa enzyme; inhibition, % at 5.6 µM; actives 0.45% (n = 290,000); metallo-beta-lactamase IMP-1 (Pseudomonas aeruginosa); purified IMP-1, nitrocefin hydrolysis, epi-absorbance fluorescence; AID 1556, 2009;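 active = inhibition above the mean plus 3 SD of all compounds in the same screening run, cut at about 4.5% in these data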;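 also: 0% = IMP-1 with DMSO and 100% = DMSO wells lacking enzyme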
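Assay system: purified recombinant IMP-1 beta-lactamase. Input: IMP-1 0.2 nM before substrate addition. Buffer or medium: Zinc- and detergent-supplemented HEPES buffer, pH 7.1. Schedule: 25 °C, 15 min preincubation, 25 min reaction. Signal: Epi-absorbance fluorescence, 480 nm excitation, 530 nm emission. Evaluation: percent inhibition from optical density relative to buffer-blank wells.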
GPR7 antagonist: GPR7 receptor antagonists, primary screen, cell-based, fluorescence, single concentration | Neuropeptides B/W receptor type 1 (Homo sapiens), P48145 | GPR7-expressing cells, fluorescence antagonist assay | inhibition, % at 4.4 µM | actives 1.1% (n = 290,000) | AID 1861, 2009; in the data active = inhibition above about 16%, passing the limit was not always enough;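 also: cells stimulated with the agonist NPW; 0% = agonist with vehicle and 100% = vehicle without agonist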
PHOSPHO1 inh: PubChem AID 1565; recombinant PHOSPHO1, absorbance phosphatase assay; Phosphoethanolamine/phosphocholine phosphatase (Homo sapiens), Q8TCT1; actives 1.1% (n = 290,000); inhibition, % at 13.3 µM; in the data active = inhibition above about 60%
pCIP destab: p/CIP-EGFP fusion destabilizers, primary screen, fluorescence, F442A cells | 16 h | decrease of EGFP signal, % at 10 µM | actives 0.01% (n = 290,000);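 active = EGFP signal decrease of at least 30% at 10 µM or well 3 SD below plate mean, unless failing retest; inactive = the rest, including hits failing retest or dose response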; also: some compounds called inactive have numbers as strong as hits; many of its hits are not listed in these tables
M18AAP inhibitor: PfM18AAP inhibitors, malaria aminopeptidase, primary screen, biochemical, QFRET, recombinant enzyme. M18 aspartyl aminopeptidase (Plasmodium falciparum 3D7). H-Glu-NHMec fluorogenic cleavage. inhibition, % at 7.35 µM. actives 1.2% (n = 290,000);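 active = inhibition above the campaign mean inhibition over all tested compounds plus 3 SD, cut at about 28% in these data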;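 also: 0% = plate median of test compound wells and 100% = 2 mM ZnCl2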
IDE cell activ: human IDE activators in live cells, primary screen, fluorescence polarization, HEK cells, FAbeta-B substrate; activation, % at 5.96 µM; actives 0.073% (n = 340,000); FAbeta-B cleavage; 0% vehicle, 100% cell-free pure enzyme wells; Insulin-degrading enzyme (Homo sapiens), P14735; AID 493087, 2011;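 active = activation above the mean of all tested compounds plus 3 SD, set per screening campaign, cut at about 17% in these data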
Target sequence (P14735 whole entry, looked up): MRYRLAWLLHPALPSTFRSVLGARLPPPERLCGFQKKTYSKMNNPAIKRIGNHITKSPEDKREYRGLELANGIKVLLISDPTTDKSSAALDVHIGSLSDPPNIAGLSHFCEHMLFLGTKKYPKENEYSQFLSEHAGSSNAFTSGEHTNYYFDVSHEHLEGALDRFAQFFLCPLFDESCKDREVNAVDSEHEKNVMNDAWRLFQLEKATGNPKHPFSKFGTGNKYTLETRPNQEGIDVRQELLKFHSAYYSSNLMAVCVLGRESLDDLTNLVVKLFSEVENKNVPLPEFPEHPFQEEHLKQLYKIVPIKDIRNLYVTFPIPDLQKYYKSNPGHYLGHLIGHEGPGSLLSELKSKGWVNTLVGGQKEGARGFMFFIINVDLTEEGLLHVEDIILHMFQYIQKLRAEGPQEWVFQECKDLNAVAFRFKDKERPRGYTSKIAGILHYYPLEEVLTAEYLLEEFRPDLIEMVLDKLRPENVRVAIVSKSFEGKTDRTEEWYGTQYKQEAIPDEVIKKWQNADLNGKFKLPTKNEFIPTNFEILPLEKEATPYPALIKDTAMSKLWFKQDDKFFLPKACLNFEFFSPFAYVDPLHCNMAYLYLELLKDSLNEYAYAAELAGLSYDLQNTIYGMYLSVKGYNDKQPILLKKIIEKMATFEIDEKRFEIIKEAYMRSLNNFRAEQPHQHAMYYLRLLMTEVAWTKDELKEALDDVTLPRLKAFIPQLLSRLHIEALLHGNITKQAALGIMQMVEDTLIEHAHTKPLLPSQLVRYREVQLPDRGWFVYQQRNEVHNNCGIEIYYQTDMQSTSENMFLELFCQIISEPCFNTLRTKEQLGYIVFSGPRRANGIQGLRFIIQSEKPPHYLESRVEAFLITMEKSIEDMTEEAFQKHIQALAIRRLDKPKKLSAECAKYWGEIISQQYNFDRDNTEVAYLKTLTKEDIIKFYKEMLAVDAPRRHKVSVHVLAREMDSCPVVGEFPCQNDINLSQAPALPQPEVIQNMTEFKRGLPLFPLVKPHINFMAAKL
IDE inh: human IDE inhibitors in live cells, primary screen, fluorescence polarization, HEK cells, FAbetaB substrate; Insulin-degrading enzyme (Homo sapiens), P14735; FAbetaB cleavage; inhibition, % at 5.59 µM; actives 0.41% (n = 320,000);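 active = percent inhibition above the average of all tested compounds plus 3 SD, set per screening campaign, cut at about 16% in these data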;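 also: IDE supplied by intact live HEK cells; FP after avidin binding of uncleaved biotin substrate so inhibition keeps polarization high; 0% = DMSO wells and 100% = 60 µM reference IDE inhibitor Ii1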
VIM-2 inh: VIM-2 metallo-beta-lactamase inhibitors, primary screen, biochemical, epi-absorbance readout, Pseudomonas aeruginosa enzyme; actives 0.89% (n = 290,000); purified VIM-2, nitrocefin hydrolysis, epi-absorbance fluorescence; inhibition, % at 5.6 µM;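 active = inhibition above the mean of all tested compounds plus 3 SD, cutoff set per screening run, cut at about 7.5% in these data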;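 also: red hydrolysis product quenches plate fluorescence so inhibitors raise well fluorescence; 0% = enzyme with DMSO and 100% = DMSO without enzyme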
NALP1 yeast inh: NALP1 inflammasome inhibitors in reconstituted yeast, colorimetric, S. cerevisiae, triplicate retest | S. cerevisiae NALP1/ASC/caspase-1 growth, X-gal OD620, 72 h | inhibition, % at 10 µM | actives 0.61% (n = 280,000); in the data active = inhibition mostly above about 24%, no sharp cut-off; inactive = mostly below about 32%; also: some compounds called inactive have numbers as strong as hits
Active calls of the source: *; x = no result given.

IMP-1 inh	GPR7 antagonist	PHOSPHO1 inh	pCIP destab	M18AAP inhibitor	IDE cell activ	IDE inh	VIM-2 inh	NALP1 yeast inh	SMILES
-3.5	-7.3	1.5	-2.6	5.9	4.4	2.4	-1.4	28.9	O=C(CNC(=O)C12CC3CC(CC(C3)C1)C2)N1CCN(S(=O)(=O)c2cccs2)CC1
x	x	20.4	1.5	x	-4.3	-2.8	x	x	COc1ccc(C2/C=C\CN(C(=O)Nc3ccccc3-c3ccccc3)CC(=O)N2Cc2ccc(F)cc2)cc1 (stereo not drawn)
-3.5	-14.1	9.6	1.3	0.6	1.2	0.2	-2.6	0.5	Cc1noc(C)c1C(=O)Nc1ccc(N(C)C)cc1
-2.7	-2.3	26.5	6.2	0.8	-0.3	-2.0	-1.1	33.7	CCC(C)n1nccc1NC(=O)C(C)Cl (stereo not drawn)
-4.7	2.6	-4.0	1.8	-5.6	1.4	6.7	-5.3	21.6	CC(=O)Nc1ccc(C(=O)N/N=C(\C)CC(=O)Nc2ccc(OCc3ccccc3)cc2)cc1
-1.4	1.3	14.7	-5.1	-0.7	-2.2	9.4	-1.1	12.2	Cc1nc(NC(=O)c2ccc(F)cc2)nc2cc3c(cc12)OCO3
0.7	8.9	18.9	9.6	10.9	-2.5	-1.7	0.8	19.7	C[C@@H]1C(NC(=O)c2ccccc2)CC2CC1C2(C)C (stereo partly drawn)
-2.2	5.0	-9.0	-6.0	17.5	2.3	5.9	1.9	19.1	N#Cc1c(-c2ccccc2)nc(-c2ccccc2)nc1N1CCOCC1
-1.1	-3.3	41.4	5.0	1.2	-0.4	0.5	-2.5	16.3	COc1ccc2oc(C(=O)OCC(=O)N3C(C)CCCC3C)c(C)c2c1 (stereo not drawn)
-3.7	-11.9	43.1	-15.5	0.1	-2.4	6.3	-1.0	2.6	O=C(CCN1CCOCC1)NC1CCCN(Cc2ccccc2F)C1 (stereo not drawn)
-2.1	-6.8	-2.2	-5.9	4.9	4.8	2.9	-1.0	12.5	COc1cc(NC(=S)NC2CC2)c(OC)cc1Cl
-3.0	-2.3	15.6	2.3	0.2	1.7	3.4	-1.5	17.7	COc1ccccc1C(=O)Nc1cc(-c2ccc(C)cc2)no1
-5.2	-8.1	8.6	-10.1	7.0	6.1	0.2	-2.3	4.4	Cc1noc(C)c1S(=O)(=O)N(CC(=O)NCc1ccc(Cl)cc1)c1ccc2c(c1)OCO2
-2.6	-10.3	5.4	-1.8	6.7	1.8	-0.2	5.0	-1.7	O=C(Nc1ccc(N2CCN(c3ccc(O)cc3)CC2)cc1)Oc1ccccc1
-0.9	14.2	18.9	-10.4	7.1	-3.9	-1.3	-1.6	-1.2	COc1cc(/C=C/C(=O)OCC(=O)Nc2ccc([N+](=O)[O-])cc2)ccc1O
0.6	-2.1	24.0	-4.4	-10.9	3.3	-2.5	-1.0	-8.5	CCOC(=O)N1CCN(C(=O)c2ccc(CNS(=O)(=O)c3ccc(NC(C)=O)cc3)cc2)CC1
-1.1	1.6	42.4	-8.6	4.3	7.5	5.6	-1.2	7.7	COc1ccc(S(=O)(=O)N(C)C)cc1NC(=O)CSc1ncccn1
1.2	-5.8	39.6	-5.3	3.2	4.8	1.6	-2.6	29.1	CC(C)OC(=O)/C(=C/c1ccc(Br)cc1)NC(=O)c1ccco1
-3.0	2.8	17.6	8.9	-10.3	-0.8	-2.9	-1.4	31.6	CCCCn1nc2cc(C(=O)NCCc3cccs3)ccc2c1OCC
-2.2	-4.2	37.0	-12.1	3.2	2.0	3.3	-1.1	26.6	CCOc1ccc(CCNC(=O)COC(=O)c2ccc(C)s2)cc1OCC
-2.1	-16.2	12.9	2.8	-4.5	0.2	-0.1	-2.1	x	COc1ccc(NC(=S)N=Nc2c(O)[nH]c3ccccc23)cc1
-1.4	1.7	-2.3	-8.5	-2.2	2.4	1.6	-0.1	-46.6	Nc1c(C(=O)C2CC2)sc2nc(-c3ccccc3)cc(C(F)(F)F)c12
-1.0	-3.0	23.5	1.1	-2.3	0.6	-2.5	-1.7	3.6	COc1ccc(/C=C/C(=O)NCc2cn(C)nc2C)cc1COc1ccc(Br)cc1
-3.0	6.5	-1.7	-1.6	-1.9	-1.4	1.8	-3.1	2.4	CCOc1ccc(NC(=O)CCN2CCN(c3ccccc3F)CC2)cc1
-2.2	-2.9	37.3	-12.0	-5.5	3.7	-0.8	0.6	19.6	O=C(O)CCSCCCN1C(=O)c2cccc3cccc(c23)C1=O
0.0	-3.5	15.7	-2.0	-10.8	-3.3	-5.3	-0.1	44.6	Cc1ccc(-c2c[n+](CC(=O)Nc3ccccc3)c3n2CCC3)cc1
-5.8	-5.7	-3.9	2.7	-2.0	-1.6	6.6	-1.6	4.5	CCCCn1c(N)c(Sc2ccccc2[N+](=O)[O-])c(=O)[nH]c1=O
-2.2	1.6	-11.4	-3.1	0.8	-7.5	5.2	-0.3	26.5	Cc1ccc(NC(=O)Cc2csc(-c3ccccc3)n2)cc1F
-1.1	-0.8	26.1	3.7	0.7	4.2	7.1	-0.3	8.3	COc1ccc(N2CCN(C(=O)c3sc4ncn(CC(=O)N5CCCCC5C)c(=O)c4c3C)CC2)cc1 (stereo not drawn)
0.7	-9.5	28.5	-3.0	-3.4	3.9	3.3	3.5	-1.7	O=C(N/N=C1\C/C(=N\NC(=O)c2ccncc2)c2ccccc21)c1ccncc1

Pulled by compound from above:
IMP-1 inh	GPR7 antagonist	PHOSPHO1 inh	pCIP destab	M18AAP inhibitor	IDE cell activ	IDE inh	VIM-2 inh	NALP1 yeast inh	SMILES
-0.9	14.2	18.9	-10.4	7.1	-3.9	-1.3	-1.6	-1.2	COc1cc(/C=C/C(=O)OCC(=O)Nc2ccc([N+](=O)[O-])cc2)ccc1O
-2.2	-4.2	37.0	-12.1	3.2	2.0	3.3	-1.1	26.6	CCOc1ccc(CCNC(=O)COC(=O)c2ccc(C)s2)cc1OCC

Further compounds follow:
IMP-1 inh	GPR7 antagonist	PHOSPHO1 inh	pCIP destab	M18AAP inhibitor	IDE cell activ	IDE inh	VIM-2 inh	NALP1 yeast inh	SMILES
-1.5	-13.7	35.4	1.4	-6.5	3.2	-3.7	-2.3	-3.3	COc1ccc(F)cc1C(=O)C1CCCN(C(=O)CSc2ccccn2)C1 (stereo not drawn)
-0.7	-2.6	-15.8	3.5	-7.3	2.4	-5.2	-2.2	-2.3	CCN1CCN(C(=O)c2ccc3c(c2)c(C)c(C)n3Cc2ccccc2)CC1
-2.0	-14.7	-4.4	1.9	3.8	1.6	-2.9	-2.5	22.6	O=C(C1CCN(Cc2ccccc2)CC1)N1CCN(C/C=C/c2ccccc2)CC1
-4.4	-6.2	-43.5	-18.7	5.3	0.9	3.4	-1.9	21.6	Fc1ccc(NC(=S)NC23CN4CN(CN(C4)C2)C3)cc1
-1.1	-11.4	x	x	4.7	3.9	-2.1	1.6	x	CCOC(=O)c1ccc(NCc2ccncc2)cc1
-4.3	1.1	20.1	5.8	4.6	x	-2.8	-1.7	-1.7	COc1ccc(OCC(=O)Nc2ccc(C)c(S(=O)(=O)N(C)C)c2)cc1
-2.6	-8.4	-11.6	14.5	-1.3	0.9	3.0	-1.7	-1.3	C/C(N)=C(/C#N)C(=O)CSc1nnc(C)n1-c1ccccc1
-1.3	-3.5	-17.9	-12.3	16.3	4.3	-0.5	-2.2	11.0	CCN(CC)c1ccc(C2C(C(=O)OCCOC)=C(C)NC3=C2C(=O)CC(C)(C)C3)cc1 (stereo not drawn)
-3.3	-2.2	10.1	-4.0	-0.4	-1.1	-4.1	-2.2	10.7	CCCCn1nnnc1SCC(=O)N(CC)CC
-2.5	1.2	39.9	-16.1	-8.6	-6.7	6.8	-3.0	-1.1	Cc1ccc2nc(/C(C#N)=C\c3ccc(OC(=O)c4cccs4)cc3)[nH]c2c1
1.2	1.5	8.1	6.4	7.1	1.4	1.1	0.1	11.0	COc1ccc(C(C)n2c(C)c3c(C)nnc(C)c3c2C)cc1 (stereo not drawn)
-3.7	-5.6	9.7	-1.6	6.2	-2.6	5.9	-0.7	10.7	CC(C)[C@H](N[C@@H](C)c1ccccc1)c1c(O)ccc2ccccc12
-2.2	-15.7	1.3	0.3	-2.0	-5.2	2.0	-2.0	12.6	Cc1ccc(C(=O)Nc2sc(Cc3ccc4c(c3)OCO4)c(C)c2C(N)=O)cc1
-2.5	-4.4	16.3	-15.4	-7.3	1.3	-0.9	-1.6	13.0	O=C(COC(=O)Cn1cnc2ccccc21)NCCCc1ccccc1
-2.7	2.0	54.5	-13.2	7.9	1.5	1.4	5.7	-6.9	CCCCN(CC)CCNC(=O)c1ccc2c(Cl)c3c(nc2c1)CCC3
-1.7	-2.4	-6.1	-4.0	-1.0	5.8	-0.6	-0.6	25.6	Cc1cc(Nc2ccc(Br)cc2F)n2ncnc2n1
-1.3	-3.5	-3.4	-11.9	8.9	-4.0	-4.1	-0.7	25.8	CCOC(=O)c1cc(NC(=O)c2ccc(Cl)cc2)c(=O)n2c1oc1ccc(Cl)cc12
-1.8	-1.5	-4.2	-13.4	-5.8	-3.0	3.2	0.3	4.6	COc1cc(C)nc(N2CCCC(C(=O)Nc3cccc(Cl)c3C)C2)n1 (stereo not drawn)
-1.4	2.5	-5.9	3.0	1.6	-3.0	7.0	0.1	9.0	O=C(NCCO)C1(c2ccc(Cl)cc2)CCCC1
-2.9	-9.3	-22.1	6.9	4.0	3.8	6.3	-5.6	16.5	COc1ccc2oc(-c3ccccc3)c(C(=O)N3CCOCC3)c2c1
-2.0	9.6	-5.1	-0.6	-1.2	7.5	1.1	-3.7	24.3	CCOc1ccc(NC(=O)COC(=O)c2ccc3c(c2)C(=O)N(CCc2ccccc2)C3=O)cc1
-2.2	-1.2	14.5	-17.6	1.1	-4.3	6.8	1.9	-31.7	O=c1c2ccccc2nc(-c2ccco2)n1/N=C/c1ccco1
-3.5	3.2	-11.7	1.0	-1.9	1.5	-0.1	-0.7	46.8*	CN(C)CCCN(C(=O)c1ccc2c(c1)CCCC2)c1nc2ccc(F)cc2s1
-3.2	-6.4	6.5	-6.2	1.1	5.2	11.6	-3.8	23.7	COc1cc2c(cc1/C=C1/NC(=O)N(c3ccccc3)C1=O)OCO2
-2.5	-5.6	-4.2	-28.7	8.3	3.8	2.0	-0.7	5.1	CCn1c(CNC(=O)c2cccs2)nnc1SCC(=O)Nc1ccc(Cl)cc1
-1.3	-10.1	43.7	-10.3	2.1	5.8	0.3	-2.9	-11.5	COc1ccccc1NC(=O)CN1C(=O)NC2(CCCCCCC2)C1=O
-0.5	-11.0	6.1	-3.9	-3.2	4.7	4.7	-1.3	14.7	Cc1nn(-c2ccccc2)nc1CNC(=O)C1CC1
-1.7	-6.7	31.6	4.0	1.2	4.5	6.0	-2.1	x	CCCN1C(=O)c2cc(C(=O)Nc3ccccc3C)ccc2C1Nc1ccccc1C (stereo not drawn)
0.5	1.0	17.9	-2.7	-6.5	0.6	-0.2	-0.3	5.4	O=C(Nc1ccncc1)C1(c2ccccc2)CCCC1
